Bioassay records as filed in PubChem.
Pf growth 96h = inhibits malaria parasite growth, 96 h; AID 504834; P. falciparum luciferase reporter growth, 96 h; hit rate 6.9% among 320,000; Potency, µM (series often up to 28.7 µM), without a hit: at the highest dose activity change, negative = inhibition, most hits filed as inhibitors; note: potency is the fitted concentration of half-maximal effect; % is set by controls: 0 for no effect and ±100 for the full control effect
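Erythrocytes infected with luciferase-expressing P. falciparum were dispensed at 2% hematocrit and 0.05% parasitemia (final), then incubated with compounds 96 hours at 37 C in 5% CO2. Luminescence after detection reagent addition reported growth.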
Pf growth 48h = P. falciparum growth inhibition at 48 hours (one generation) | P. falciparum luciferase growth in erythrocytes, 48 h | Potency, µM (doses to about 28.7 µM), without a hit: at the highest dose activity change, negative = inhibition, hits mostly inhibitors | hit rate 5.9% among 310,000 | AID 504832; note: potency is the fitted concentration of half-maximal effect; % is set by controls: 0 for no effect and ±100 for the full control effect
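In quantitative HTS format, infected erythrocytes bearing luciferase-reporter parasites were treated for a single generation at 37 C. Luminescence after adding detection reagent served as the growth measure.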
Shiga toxin inh = Shiga toxin inhibition; Vero cells, Shiga toxin protein synthesis inhibition reporter; inhibition, % at 38.7 µM; hit rate 9.2% among 290,000; AID 2315; in the data active = inhibition mostly above about 28%, no sharp cut-off; inactive = mostly below about 43%; note: 0% is about no effect
HCV inhibitor = HCV inhibition; AID 651820; Huh7.5.1 HCVcc-Cre infection, luciferase reporter, 44 h; Potency, µM (top dose mostly 41.8 µM), inactives show top-dose activity change, negative = inhibition, hits mostly inhibitors; hit rate 3.4% among 340,000; note: potency is the fitted concentration of half-maximal effect; % is set by controls: 0 for no effect and ±100 for the full control effect
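1,000 cells/well; 4 h culture; + compound; + HCVcc-Cre (~0.5 moi); 44 h; luciferase substrate, RT 15 min; read 15 sec.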
LmPK inhibitor = inhibitors of Leishmania mexicana pyruvate kinase | Q27686 | purified LmPK, Kinase-Glo ATP luminescence, 1 h | Potency, µM (highest dose often 57.5 µM), inactives show at the top dose activity change, negative = inhibition, actives largely listed as inhibitors | hit rate 0.37% among 290,000 | AID 1721; note: potency is the fitted concentration of half-maximal effect; % is set by controls: 0 for no effect and ±100 for the full control effect
Target sequence (Q27686 whole entry, looked up): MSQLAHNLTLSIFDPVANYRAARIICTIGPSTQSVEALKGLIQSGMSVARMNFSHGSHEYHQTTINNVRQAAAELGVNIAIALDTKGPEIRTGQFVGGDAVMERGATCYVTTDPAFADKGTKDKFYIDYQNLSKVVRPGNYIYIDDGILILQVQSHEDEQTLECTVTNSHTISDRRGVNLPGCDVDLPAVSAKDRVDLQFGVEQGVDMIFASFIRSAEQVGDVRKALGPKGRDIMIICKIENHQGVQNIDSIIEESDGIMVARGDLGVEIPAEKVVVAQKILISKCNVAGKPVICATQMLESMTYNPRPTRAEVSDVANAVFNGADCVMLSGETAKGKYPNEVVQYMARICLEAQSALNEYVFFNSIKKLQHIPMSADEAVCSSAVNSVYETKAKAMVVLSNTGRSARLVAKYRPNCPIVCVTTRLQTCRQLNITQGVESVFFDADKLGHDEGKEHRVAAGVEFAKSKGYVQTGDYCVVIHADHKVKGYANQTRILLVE
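Purified LmPK (0.1 nM) with 0.5 mM PEP and 0.1 mM ADP in imidazole buffer pH 7.2 with MgCl2/KCl, 1 h at room temperature. ATP formed was read by luciferase luminescence and normalized to no-enzyme and uninhibited controls.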
CHX counter = counter-screen hit for Shiga toxin inhibitors, cycloheximide; hit rate 12% among 300,000; max response, %; cell reporter, cycloheximide protein synthesis inhibition counterscreen; in the data active = max response mostly above about 13%, no sharp cut-off; inactive = mostly below about 14%; note: read at 38.3 µM for the half of the compounds with a filed dose; 0% is about no effect
TbPYK inhibitor = T. brucei pyruvate kinase inhibition | hit rate 0.12% among 410,000 | AID 624173 | Potency, µM (titrated, usually from 76.8 µM), for inactives: top-dose activity, negative = inhibition, usual class: inhibitors | Q57TT1 | TbPYK enzyme, Kinase-Glo Plus ATP luminescence, 45 min; note: potency is the fitted concentration of half-maximal effect; % is set by controls: 0 for no effect and ±100 for the full control effect; nearly all actives have a fitted effect of over 50% in size
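T. brucei PYK with substrate was exposed to pin-transferred compounds across a concentration series, then started with 130 uM ADP (final). After 45 min at room temperature, Kinase-Glo Plus luminescence was read, normalized and curve-fitted.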
* hit, by the source's call; ? = inconclusive; / = no result given; [ ] = dose if it differs, or a comment. Unless noted, calls come from the whole dose curve; as a rule, active = well fitted curve in the direction sought with a large enough effect; inconclusive = small, poorly fitted or top-dose-only effect, or another doubt; inactive = no such curve, though single readings can be large; an effect the other way counts as inactive or inconclusive. This is a random part of the collection. Share with any hit: about 24%.

structure,HCV inhibitor,Pf growth 48h,CHX counter,TbPYK inhibitor,Pf growth 96h,Shiga toxin inh,LmPK inhibitor
Cc1cc(=O)oc2cc(OCC(=O)NC3CC(C)(C)NC(C)(C)C3)c(Cl)cc12,-17.2%,-24.1%,15.7,-0.1%,-16.2%,-2.8,1.8%
CN(C)c1cccc(N(C)C)c1CNC(=O)C(C)(C)C,4.8%,-17.6%,-2.3,-9.5%,?,-2.8,1.6%
CCC1CCCCN1C(=O)COc1ccc(N(C)S(=O)(=O)c2ccc(C)cc2)cc1 (configuration not stated),10µM*,?,1.4,-4.4%,?,22.4,-9.0%
COc1ccc2cc(CCNC(=O)C(C)(C)C)c(=O)[nH]c2c1,-2.0%,0.0%,-2.3,-3.7%,55.8%[activator],-9.6,-9.0%
COCCCNC(=S)N(Cc1ccccc1)Cc1ccc(F)cc1,18.3%,-12.3%,-2.3,-21.9%,-0.2%,-2.2,1.8%
CCCCOC(=O)Nc1nnc(CC)s1,2.6%,/,43.4*,0.3%,163.6%[activator],56.0*,-2.6%
NC(=O)c1ccc(NC(=O)CSc2cn(CC(=O)N3CCOCC3)c3ccccc23)cc1,20.7%,17.5%,9.2,-15.1%,-7.0%,-7.5,4.6%
CCCCc1ccc(NC(=S)N2CCCC2)cc1,8.0%,6.3%,48.1*,8.2%,?,69.2*,-2.5%
Cc1ccc2oc(=O)c(/C=C(\O)c3ccco3)nc2c1,-2.9%,?,17.4*,2.0%,?,13.7,7.3%
CC(=O)c1c(C(C)=O)c(C)n(Cc2ccc3c(c2)OCO3)c1C,?,?,-1.1,7.6%,47.5%[activator],10.3,-2.0%
NC(=O)c1ccccc1NC(=O)CCCCCn1nnc2ccccc2c1=O,4.2%,-20.9%,8.4,-1.1%,?,10.4,5.9%
CCCOc1ccccc1C(=O)N(Cc1ccc(C)o1)C1CCS(=O)(=O)C1 (configuration not stated),3.9%,-2.9%,-3.3,3.2%,16.0%,-4.2,1.2%
Cc1ccc(N(Cc2ccccc2)C(=O)CN2C(=O)NC3(CCCC3)C2=O)cc1,12.5%,?,-1.3,-1.3%,?,1.7,-1.9%
CC(C)C(=O)Nc1ccc(C(=O)NNC(=O)CCCOc2ccc(Cl)cc2Cl)cc1,12.7%,9.0%,-1.1,-3.4%,32.2%[activator],12.0,3.0%
COc1ccccc1NC(=O)N1CCN(c2ccc3nncn3n2)CC1,9.0%,19.7%,0.4,-6.3%,-11.7%,-3.5,-4.8%
CCOc1cc(C(=O)Nc2ccc(F)cc2)cc(Br)c1OC,?,3.1%,-4.2,-5.7%,?,-7.9,-0.7%
O=C(O)c1ccc2c(c1)C1C(Cl)C(Sc3ccccc3[N+](=O)[O-])CC1C(c1cccc([N+](=O)[O-])c1)N2 (configuration not stated),0.9%,-5.7%,-3.4,-13.3%,1.0%,-6.5,2.3%
O=C(NCCc1c[nH]c2ccccc12)c1cncc(Br)c1,-23.0%,30.9%[activator],12.1,-7.0%,?,23.3,-1.4%
CCO[C@@H]1OC(C(=O)O)=C[C@H](c2ccc(C(F)(F)F)cc2)[C@H]1CCCO,14.7%,?,-1.5,3.8%,19.7%,-7.8,0.6%
COc1ccc(NC(=O)CSc2nc(-c3ccco3)nc3cc(=O)[nH]n23)cc1Cl,14.0%,13.6%,-1.8,-6.4%,-15.4%,-4.5,-0.6%
Cc1cc(OC(C)C)nc(-c2ccccc2O)n1,-19.1%,/,-0.7,5.4%,33.0%[activator],40.9,-10.3%
CCCN1C(=O)/C(=C/c2nc3ccccc3c(=O)[nH]2)c2ccccc21,5.9%,?,-1.5,-8.7%,?,21.5,1.5%
CCCCn1c(O)c(C=NCCCn2ccnc2)c(=O)[nH]c1=O,20.5%,13.3%,-3.4,-6.2%,2.0%,-6.9,3.0%
Cc1ccc(S(=O)(=O)c2nc(Nc3ccccc3N3CCOCC3)sc2Cl)cc1,10µM*,?,-2.5,-28.1%,?,-7.0,-1.4%
CC(=O)Nc1ccc(S(=O)(=O)NCCC(=O)OCc2csc(CC(=O)Nc3ccccc3C)n2)cc1,4.7%,11.7µM*,/,-4.2%,?,/,/
CCOc1ccc(S(=O)(=O)NCc2ccc3c(c2)OCO3)cc1,7.6%,?,-4.0,3.8%,?,/,-3.3%
CCOC(=O)N1CCC(NC(=O)c2cc(C(=O)NCc3ccc(F)cc3)ccc2CO)CC1,-8.4%,/,-4.8,3.0%,3.2%,15.3,3.5%
Cc1onc2c(=O)n(-c3ccccc3)nc(-c3ccccc3)c12,-7.0%,?,1.6,5.6%,?,-4.8,3.7%
CCOC(=O)c1c(NC(=O)C2=C(C)NC(=S)NC2c2ccc(F)cc2F)sc(C)c1C (configuration not stated),?,-4.3%,1.0,-16.2%,-63.4%,-3.7,-0.1%
Cc1ccc(S(C)=O)cc1-n1c(=O)n(Cc2ccccc2)c(=O)c2[nH]cnc21 (configuration not stated),0.6%,-23.5%,1.4,7.3%,-11.7%,-9.2,0.0%
COc1ccccc1-n1nnnc1SCc1cc2c(cc1Br)OCO2,?,?,-2.5,5.3%,/,-4.0,-4.1%
O=C(Cn1ccc2cc(S(=O)(=O)N3CCCC3)ccc21)NCc1ccccc1,2.8%,-5.7%,12.1,-1.4%,?,-6.4,-2.1%
Cc1cccnc1NC(=O)c1ccc(OCC2CCCO2)cc1 (configuration not stated),9.1%,29.4%,/,3.6%,60.6%[activator],/,/
CCCCc1c(O)nc(SCC(=O)c2ccccc2)n(-c2ccccc2OC)c1=O,-22.3%,-11.4%,-1.2,-8.0%,-5.0%,-3.0,0.6%
O=C(CCN=C1NS(=O)(=O)c2ccccc21)Nc1ccc(Cl)cc1F,4.7%,?,/,-7.8%,-21.0%,/,/
CCCCn1c(O)c(C(CC)=NCc2cccnc2)c(=O)[nH]c1=O,10.0%,/,-2.1,0.7%,-25.9%,-10.3,1.4%
CS(=O)(=O)c1ccc(C(=O)N2CC(=O)Nc3ccccc32)cc1,-3.4%,17.9%,-4.8,-9.2%,25.9%,-16.4,-5.8%
O=C(Cc1coc2cc3c(cc12)CCC3)OCC(=O)N1CCCC1=O,6.0%,0.0%,-10.5,-14.1%,?,-20.6,0.1%
COc1ccc(Cl)cc1Nc1nc(N)nc(C(F)(F)F)n1,?,37.0%,2.3,2.9%,3.9%,13.4,-0.3%
O=c1oc(Nc2cccc(F)c2)nc2ccccc12,17.2%,154.2%[activator],18.0*,-5.0%,96.5%[activator],105.3*,5.8%

Shown with values under each structure: entries from further up.
Order of values: HCV inhibitor	Pf growth 48h	CHX counter	TbPYK inhibitor	Pf growth 96h	Shiga toxin inh	LmPK inhibitor
Cc1ccc(S(=O)(=O)c2nc(Nc3ccccc3N3CCOCC3)sc2Cl)cc1
  10µM*	?	-2.5	-28.1%	?	-7.0	-1.4%
CCOC(=O)N1CCC(NC(=O)c2cc(C(=O)NCc3ccc(F)cc3)ccc2CO)CC1
  -8.4%	/	-4.8	3.0%	3.2%	15.3	3.5%
Cc1cc(OC(C)C)nc(-c2ccccc2O)n1
  -19.1%	/	-0.7	5.4%	33.0%[activator]	40.9	-10.3%
CCCCn1c(O)c(C(CC)=NCc2cccnc2)c(=O)[nH]c1=O
  10.0%	/	-2.1	0.7%	-25.9%	-10.3	1.4%

The results go on:
structure,HCV inhibitor,Pf growth 48h,CHX counter,TbPYK inhibitor,Pf growth 96h,Shiga toxin inh,LmPK inhibitor
COC(=O)[C@@H]1Cc2c([nH]c3ccccc23)C2CCC(=O)N21 (some centres not stated),20.6%,15.0%,-4.2,10.0%,48.6%[activator],-13.4,7.2%
Cc1ccc(NC(=O)c2ccc(OCC3CCCO3)cc2)c(C)c1 (configuration not stated),18.4%,39.9%[activator],16.1,-3.9%,337.3%[activator],5.5,0.8%
CCOc1ccc(-c2[nH]nc3c2C(c2cccnc2)C(C#N)=C(N)O3)cc1 (configuration not stated),-5.1%,-12.8%,-5.5,38.6%[activator],/,-5.6,5.8%
O=C(NC(Cc1cc(=O)[nH]c2ccccc12)C(=O)O)c1ccc(Cl)cc1 (configuration not stated),/,3.5%,/,-2.5%,10.2%,/,/
O=C(COC(=O)c1cc(S(=O)(=O)N2CCOCC2)ccc1O)NCC1CCCO1 (configuration not stated),21.6%,43.4%[activator],3.1,-7.7%,4.4%,28.5,4.2%
O=C(NC1CCCC1)c1cc2ccccc2o1,-3.9%,33.9%[activator],39.9*,-8.4%,10.6%,55.7*,-8.0%
CC(C)Cn1c(N)c(C(=O)COC(=O)c2ccc([N+](=O)[O-])o2)c(=O)n(C)c1=O,?,-23.5%,10.3,-14.4%,-25.3%,-4.5,-2.7%
Cc1ccc(NC(=O)COc2ncnc3cc([N+](=O)[O-])ccc23)cc1S(=O)(=O)N1CCOCC1,-26.2%,-26.4%,-3.2,-9.1%,-19.3%,-9.0,5.5%
COc1cccc(CN2CCNC(=O)C2CC(=O)NCc2cn3ccccc3n2)c1OC (configuration not stated),1.0%,22.4%,-0.8,-3.3%,10.4µM*,-9.9,4.6%
COCCCNC(=O)CCn1c(=O)c2ccccc2n(Cc2cccc([N+](=O)[O-])c2)c1=O,28.5%,38.1%[activator],9.1,0.9%,-44.5%,-10.1,2.5%
N#Cc1nc(Cc2cccc3ccccc23)oc1NCCCn1ccnc1,?,?,4.3,-10.8%,?,8.1,3.7%
CC(=O)c1ccc(N2CCN(C(=O)c3cccc(Oc4ccccc4)c3)CC2)cc1,-28.5%,-27.8%,35.1*,3.9%,?,35.2,0.3%
Cc1cccc(NC(=O)CCN2CC(C)CC(C)C2)c1 (configuration not stated),0.5%,47.8%[activator],-2.1,2.4%,30.9%[activator],-6.0,1.2%
O=C(O)c1ccc(N/N=C/c2cn(Cc3ccccc3F)c3ccccc23)cc1,6.2%,73.5%[activator],67.2*,-6.0%,7.6%,31.6,5.4%
O=C(NC1CCN(S(=O)(=O)c2ccc(Cl)cc2)CC1)c1cccnc1,8.3%,-0.5%,1.3,1.4%,-2.9%,-14.6,-3.5%
Cc1cc(NC(=O)c2cn(C3CCCCC3)c(=O)c3c2c2ccccc2n3C)no1,11.2µM*,/,-3.3,0.3%,?,-7.4,4.3%

2 records drawn at random from those above, as already listed:
structure,HCV inhibitor,Pf growth 48h,CHX counter,TbPYK inhibitor,Pf growth 96h,Shiga toxin inh,LmPK inhibitor
O=C(NC1CCN(S(=O)(=O)c2ccc(Cl)cc2)CC1)c1cccnc1,8.3%,-0.5%,1.3,1.4%,-2.9%,-14.6,-3.5%
CCOc1ccc(-c2[nH]nc3c2C(c2cccnc2)C(C#N)=C(N)O3)cc1 (configuration not stated),-5.1%,-12.8%,-5.5,38.6%[activator],/,-5.6,5.8%
